SF-1 act – activators of human SF-1, primary screen, cell-based, CHO-K1, Gal4-SF-1 LBD, luciferase luminescence. Steroidogenic factor 1 (Homo sapiens), Q13285. CHO-K1 Gal4-SF-1 LBD luciferase reporter; % increase over DMSO SF-1-specific signal. activation, % at 10 µM. 1.9% of 65,000 active. AID 522, 2006;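 active = activation above the mean activation of all tested compounds plus 3 SD, cut at about 50% in these data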
Target sequence (Q13285 whole entry, looked up, the tested form may be a part): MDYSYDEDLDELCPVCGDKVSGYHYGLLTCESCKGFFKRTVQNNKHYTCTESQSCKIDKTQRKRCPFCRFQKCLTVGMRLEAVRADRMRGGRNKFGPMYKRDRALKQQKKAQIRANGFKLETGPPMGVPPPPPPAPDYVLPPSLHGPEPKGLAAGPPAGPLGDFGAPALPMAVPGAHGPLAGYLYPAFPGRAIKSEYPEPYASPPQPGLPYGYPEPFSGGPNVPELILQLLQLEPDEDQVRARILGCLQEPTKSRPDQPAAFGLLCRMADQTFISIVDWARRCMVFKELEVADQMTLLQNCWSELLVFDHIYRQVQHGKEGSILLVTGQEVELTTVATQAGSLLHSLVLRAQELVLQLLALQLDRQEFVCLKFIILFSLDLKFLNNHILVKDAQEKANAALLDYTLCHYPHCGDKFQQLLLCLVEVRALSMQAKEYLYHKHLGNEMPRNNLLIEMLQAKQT
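Material: CHO-K1 cells with Gal4–hSF-1 LBD chimera plus Gal4-driven luciferase / Input: 4,000 CHO-K1 cells per well / Incubation: compound exposure 20 h at 37 °C / Signal: luminescence read 15 min after SteadyLite luciferase reagent, after room-temperature equilibration / Read-out: percent activation versus DMSO / Benchmarks: DMSO negative control and −SF1 background wells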
tolC growth inh – growth inhibitors of E. coli tolC mutant, primary screen, strain BW25113 ΔtolC::kan, 384-well. OD615. growth inhibition, % at 10 µM (by protocol). 2.2% of 65,000 active. AID 573, 2007;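 active = growth inhibition at or above a cutoff equal to the mean over every tested compound plus 3 SD, cut at about 60% in these data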;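 note: growth measured after 20 h incubation at 37 °C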
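Signal: optical density read at 615 nm; Assay system: E. coli ΔtolC::kan strain BW25113; Times: 20 h incubation with compound, 37 °C; Dosing: 10 µM final, single dose.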
5HT1E antag – 5-HT1E receptor antagonists, primary screen, cell-based, HTS; 5-hydroxytryptamine receptor 1E (Homo sapiens), P28566; CHO 5-HT1E Ga15 NFAT-bla reporter, FRET, antagonist; inhibition, % at 6 µM; 0.99% of 65,000 active; AID 571, 2007;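 active = inhibition above a set limit, the mean inhibition across every tested compound plus 3 SD, cut at about 29% in these data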;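 note: signal is the 460 over 535 nm emission ratio of beta-lactamase substrate; 0% = agonist plus DMSO wells and 100% = wells without agonist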
NADH coupling – inhibitors of PK/LDH coupling enzymes, profiling panel, artefact control, biochemical, MLSMR library. coupled PK/LDH NADH assays, four targets. IC50, µM (series often up to 10 µM), for inactives: at the top dose inhibition. 0.02% of 65,000 active;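 active = single-dose screening hits from any of four coupled enzyme assays that gave an IC50 when retested across doses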;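 note: the DPM-DC format reads NADH fluorescence rather than 340 nm absorbance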
RORa activator – activators of orphan receptor RORA, primary screen, cell-based, luminescence; 1.5% of 65,000 active; CHO-K1 Gal4-RORA LBD luciferase reporter; percent increase over mock-subtracted basal signal; activation, % at 10 µM; Nuclear receptor ROR-alpha (Homo sapiens), P35398;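 active = activation above the mean of all tested compounds plus 3 SD, cut at about 49% in these data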;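 note: 0% = DMSO-treated RORA cells and 100% = added signal equal to DMSO minus mock-transfected cells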
Target sequence (P35398 whole entry, looked up, the tested form may be a part): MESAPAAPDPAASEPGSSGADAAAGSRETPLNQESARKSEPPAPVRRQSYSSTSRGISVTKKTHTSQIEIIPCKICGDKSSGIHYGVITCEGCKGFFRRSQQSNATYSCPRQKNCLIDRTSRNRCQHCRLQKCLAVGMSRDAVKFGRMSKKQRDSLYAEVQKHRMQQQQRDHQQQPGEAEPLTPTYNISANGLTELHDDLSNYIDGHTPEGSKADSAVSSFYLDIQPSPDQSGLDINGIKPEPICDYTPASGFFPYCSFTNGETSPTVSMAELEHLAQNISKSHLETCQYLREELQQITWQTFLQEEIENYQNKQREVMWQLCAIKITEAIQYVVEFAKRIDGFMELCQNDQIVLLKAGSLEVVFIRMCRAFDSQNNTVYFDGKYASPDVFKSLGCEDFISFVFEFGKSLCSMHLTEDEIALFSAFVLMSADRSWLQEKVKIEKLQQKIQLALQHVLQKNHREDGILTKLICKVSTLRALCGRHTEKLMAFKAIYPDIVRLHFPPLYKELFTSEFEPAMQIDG
HTR1E agonist – 5-HT1E receptor agonists, primary screen, cell-based, HTS | AID 574, 2007 | CHO 5-HT1E Ga15 NFAT-bla reporter, FRET; 0% DMSO wells, 100% control agonist wells | activation, % at 6 µM | 5-hydroxytryptamine receptor 1E (Homo sapiens), P28566 | 0.69% of 65,000 active;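 active = activation above a set limit, the screen-wide mean activation plus 3 SD, cut at about 8.5% in these data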;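 note: 100% = positive control agonist at 1 µM giving full maximal response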
HTR1A agonist – human 5-HT1a receptor agonists, primary screen, cell-based, CHO, Ga15 NFAT-bla reporter; 5-hydroxytryptamine receptor 1A (Homo sapiens), P08908; CHO 5-HT1a Ga15 NFAT-bla reporter, FRET ratio; 0% basal, 100% maximal reference agonist; activation, % at 10 µM; 0.56% of 65,000 active;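 active = activation above the screen-wide mean activation plus 3 SD, cut at about 19% in these data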;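 note: 0% = DMSO wells and 100% = 5-CT at EC100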
5-HT1A blocker – human 5-HT1a receptor antagonists, primary screen, cell-based, CHO, Ga15 NFAT-bla reporter | 5-hydroxytryptamine receptor 1A (Homo sapiens), P08908 | CHO 5-HT1a Ga15 NFAT-bla reporter, antagonist mode | inhibition, % at 10 µM | 0.68% of 62,000 active;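 active = inhibition above the mean of all tested compounds plus 3 SD, cut at about 43% in these data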;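 note: receptor stimulated by 5-CT agonist at 100 nM near EC80; beta-lactamase reporter measured by ratiometric fluorescence of a cleavable substrate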
MMP13 inh – human MMP13 inhibitors, primary screen, biochemical, FRET peptide cleavage; inhibition, % at 4 µM; Collagenase 3 (Homo sapiens), P45452; MMP-13 fTHP FRET cleavage, Mca fluorescence; 0.07% of 65,000 active;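 active = inhibition above the mean of compound-free control plate wells plus 3 SD, cut at about 14% in these data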;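 note: 0% = DMSO wells and 100% = wells with reference MMP-13 inhibitor after basal subtraction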
The depositor's hits bear a star; x = no result given; [ ] = remark or other dose.

nr	compound	SF-1 act	tolC growth inh	RORa activator	MMP13 inh	5-HT1A blocker	NADH coupling	HTR1E agonist	HTR1A agonist	5HT1E antag
1	COC(=O)[C@H](CCSC)NC(=O)Nc1ccc(OC)c(Cl)c1	-7	-14	8	3	-1	3%	-0.6	-1.6	-5
2	Cc1ccc(NC(=O)C2CC(=O)NC(N3CCCCC3)=N2)cc1Cl (centres undefined)	18	0	-13	2	-14	8%	-0.3	0.2	-6
3	CN(C(=O)CSc1nnc(-c2ccco2)o1)C1CCCCC1	29	-6	50*	2	-9	3%	-0.4	-3.7	-4
4	COc1ccc(OC)c(C(=O)COC(=O)c2ccc(C)o2)c1	7	10	-15	10	-10	2%	1.3	-0.7	-1
5	COc1ccc(Cl)cc1NC(=O)CCN1CCN(c2ccccc2C)CC1	-8	-3	8	8	9	2%	1.1	2.3	-6
6	CCOC(=O)Nc1cccc(NC(=O)c2cc(OC)cc(OC)c2)c1	12	30	22	4	8	6%	-0.2	-2.3	-13
7	O=C1CC(c2ccco2)CC(O)=C1C=NCC1NCCc2ccccc21 (centres undefined)	-2	-9	-15	-2	17	2%	-0.3	0.9	1
8	CCOc1ccc(-c2nc3n(c(=O)c2C#N)CCCS3)cc1	2	-3	-2	-14	-19	14%	1.1	-1.3	1
9	COC(=O)c1ccc(Nc2cc(C)nc3ncnn23)cc1	2	-18	7	2	8	8%	0.7	-2.5	-2
10	CCC(C(=O)OC)n1cnc2c(nnn2-c2cccc(Cl)c2)c1=O (centres undefined)	5	-6	-4	3	-4	5%	-0.5	-0.2	2
11	O=S(=O)(c1cccc(S(=O)(=O)N2CCC(n3nnc4ccccc43)CC2)c1)N1CCCCC1	17	15	-2	-2	-7	0%	-0.2	-0.7	-4
12	CCC1Oc2ccc(C)cc2N(CC(=O)NCCC2=CCCCC2)C1=O (centres undefined)	-6	17	1	-10	39	3%	-0.2	-2.3	-10
13	C=C(C)c1ccc(C(C)(C)NC(=O)N2CCN(C)CC2)cc1	-4	-21	-2	-1	5	0%	-0.3	-5.7	9
14	CCC(=O)Nc1nc(C)nc(C)c1C(C)=O	-2	0	-4	-4	3	1%	-0.8	1.2	-12
15	CC1(C)CC(=O)c2cn3c(nc2C1)nc1ccccc13	-8	-15	-15	2	-10	8%	1.1	-0.1	-1
16	COc1ccccc1NC(=O)CSc1nnnn1C	-11	2	-17	0	12	2%	-1.8	-3.6	-4
17	O=C(CSc1nnc(Cc2ccccc2)o1)NCCN1C(=O)CSC1=O	-4	4	13	0	8	1%	0.0	-1.7	0
18	Cc1nn(Cc2ccccc2)c2c1C(c1ccco1)C(C#N)=C(N)O2 (centres undefined)	-10	1	3	4	6	8%	-0.5	-1.7	0
19	Cc1noc(C)c1COc1cccc(C(=O)N2CCN(C/C=C/c3ccccc3)CC2)c1	1	7	0	3	-10	6%	0.7	2.1	-6
20	COc1ccc(OCC(=O)Nc2ccc3c(c2)nc(CCN2CCOCC2)n3C)cc1	-10	-25	7	1	-14	2%	0.3	0.1	-1
21	N#CC(C(=O)c1ccco1)c1ccccn1 (centres undefined)	11	-4	10	-4	17	11%	-0.3	3.1	3
22	CCN1C(=O)C(CC(=O)N2CCN(C(c3ccccc3)c3ccccc3)CC2)N(CC)C1=O (centres undefined)	5	12	-9	0	-6	4%	0.4	0.2	-4
23	CCCn1nnnc1NC(=O)CSc1ccc(Cl)cc1	-11	75*	-17	0	4	2%	-0.7	-0.8	-4
24	CNc1ccc(C(O)(C(F)(F)F)C(F)(F)F)cc1C(O)(C(F)(F)F)C(F)(F)F	-20	62*	-20	-5	-6	2%	-0.2	-2.0	-6
25	COc1ccc(OC)c(NC(=O)c2cc3sccc3n2C)c1	0	37	-6	-2	9	8%	0.4	-0.2	0
26	CCSc1nc2sc3c(c2c(=O)n1C1CCCCC1)CCN(C)C3	14	6	-23	-10	x	6%	-0.1	4.5	-4
27	CC1CN(c2cc3nccnc3cc2F)CC(C)O1 (centres undefined)	12	-8	-3	3	-7	5%	0.6	-0.5	-3
28	CCCNC(=O)Cn1cccc1C(=O)c1ccccc1	-10	-9	-23	1	1	3%	-0.5	-4.9	-11
29	CCOc1ccc(N(CC(=O)NC2CCCC2)S(=O)(=O)c2c(C)[nH]c(=O)[nH]c2=O)cc1	0	-12	-11	2	-4	2%	0.9	-1.3	-9
30	CCCCN(C)CCCNC(=O)CC1Oc2ccccc2NC1=O (centres undefined)	-2	-5	-12	9	2	1%	2.6	0.4	0

Profiles as entered above. Order of values: SF-1 act, tolC growth inh, RORa activator, MMP13 inh, 5-HT1A blocker, NADH coupling, HTR1E agonist, HTR1A agonist, 5HT1E antag
CCCn1nnnc1NC(=O)CSc1ccc(Cl)cc1 is listed as -11, 75*, -17, 0, 4, 2%, -0.7, -0.8, -4
COc1ccc(Cl)cc1NC(=O)CCN1CCN(c2ccccc2C)CC1 is listed as -8, -3, 8, 8, 9, 2%, 1.1, 2.3, -6
O=C(CSc1nnc(Cc2ccccc2)o1)NCCN1C(=O)CSC1=O is listed as -4, 4, 13, 0, 8, 1%, 0.0, -1.7, 0

More compounds follow.
nr	compound	SF-1 act	tolC growth inh	RORa activator	MMP13 inh	5-HT1A blocker	NADH coupling	HTR1E agonist	HTR1A agonist	5HT1E antag
31	N#C/C(C(N)=O)=c1/ccc2c(c1)N1C3=C(CCCC3)CC3CCCCC31N=2 (centres undefined)	-16	18	-16	0	-24	7%	-0.2	0.3	7
32	COc1cc2c(C#N)c(N3CCc4ccccc4C3)nc(N)c2c(N)n1	8	74*	-7	-38	-1	0%[fluoresces]	-0.3	-3.0	16
33	COC(=O)c1ccc(CSc2nncn2C)cc1	25	-9	17	8	0	4%	0.1	-1.9	1
34	Cc1ccc(N(CC(=O)NC2CCCCCC2)S(=O)(=O)c2c(C)nn(C)c2C)cc1	5	8	15	3	0	5%	-0.7	-4.0	-2
35	CC1CCCN(Cc2nc3c(c(=O)n(C)c(=O)n3C)n2CC(=O)c2ccccc2)C1 (centres undefined)	27	13	31	-6	16	1%	0.1	2.4	1
36	COc1ccc(N2CCN(C3CC(=O)NC3=O)CC2)cc1 (centres undefined)	0	-5	-21	-5	x	6%	0.0	1.0	-5
37	CCC(C)Nc1nc2c(c(=O)n(C)c(=O)n2C)n1Cc1ccc(Cl)cc1 (centres undefined)	5	29	20	4	4	3%	1.5	0.0	1
38	O=C(NCc1cccs1)C1CCCN(c2nc3ccccc3o2)C1 (centres undefined)	15	4	0	-4	-3	12%	0.8	0.1	9
39	CCCN1CCN(C(=O)Cn2cccc2C(=O)c2ccccc2)CC1	-6	-7	-14	-2	-4	2%	-0.6	-3.2	-8
40	Cc1c(NC(=O)COC(=O)c2cc3c4ccccc4n(C)c3s2)c(=O)n(-c2ccccc2)n1C	12	20	-23	-22	1	11%	3.8	-3.2	-18
41	CCn1c(COc2ccc(Cl)cc2)nnc1SCC(=O)Nc1ccc2c(c1)OCCO2	-14	-20	-10	4	-9	3%	0.0	-3.3	-1
42	Cc1noc(C)c1COC(=O)c1ccccc1NC(=O)Cc1ccccc1	-19	15	-27	-5	34	4%	0.2	-0.2	-3
43	O=C1C(Cl)=C(N2CCCCC2)C(=O)N1c1ccccc1	-10	-2	-13	1	17	6%	-0.6	-0.3	-6
44	CC(Sc1nncn1C)C(=O)Nc1nnc(C(C)C)s1 (centres undefined)	7	-13	0	5	-8	3%	0.8	0.8	-20
45	CCc1ccccc1NS(=O)(=O)c1ccc2[nH]cc(C(=O)NCC3CCCO3)c(=O)c2c1 (centres undefined)	-3	46	-26	-5	-8	5%	0.2	-3.4	1
46	COc1ccccc1Nc1nc2ccccc2n1C	35	-11	15	-3	12	6%	-0.5	-1.1	1
47	COc1ccccc1CNC(=O)COC(=O)c1ccc(NC(N)=O)cc1	-4	17	3	6	-4	4%	0.4	-1.7	-2
48	CCOC(=O)c1[nH]c(C)c(C(=O)NCc2ccc(Cl)cc2)c1C	-8	-1	-9	0	-8	4%	-0.5	-2.8	6

Reprinted at random: 4 compounds from above, in no set order.
nr	compound	SF-1 act	tolC growth inh	RORa activator	MMP13 inh	5-HT1A blocker	NADH coupling	HTR1E agonist	HTR1A agonist	5HT1E antag
48	CCOC(=O)c1[nH]c(C)c(C(=O)NCc2ccc(Cl)cc2)c1C	-8	-1	-9	0	-8	4%	-0.5	-2.8	6
34	Cc1ccc(N(CC(=O)NC2CCCCCC2)S(=O)(=O)c2c(C)nn(C)c2C)cc1	5	8	15	3	0	5%	-0.7	-4.0	-2
45	CCc1ccccc1NS(=O)(=O)c1ccc2[nH]cc(C(=O)NCC3CCCO3)c(=O)c2c1 (centres undefined)	-3	46	-26	-5	-8	5%	0.2	-3.4	1
47	COc1ccccc1CNC(=O)COC(=O)c1ccc(NC(N)=O)cc1	-4	17	3	6	-4	4%	0.4	-1.7	-2
